# PDI turbidity – PDI (human) enzyme inhibition. inhibition, % at 10 µM. PDI insulin aggregation turbidity, A650, 90 min. P07237. actives 0.052% (n = 350,000);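 active = mean inhibition across replicates of 30% or more, whatever share of single replicates reach that level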;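 also: absorbance from insulin aggregation driven by PDI reduction with DTT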
# MITF TRPM1 inh – inhibitors of MITF-driven TRPM1 promoter in melanoma cells | SK-MEL-5 TRPM1 promoter luciferase, 24 h | inhibition, % at 12.5 µM | actives 0.83% (n = 330,000);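 active = mean inhibition across replicates of 60% or more, whatever share of single replicates reaches that level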; also: values of inactives mirror those of a sister screen read the other way
# Shn3 inh set2 – inhibitors of Schnurri-3 3'UTR reporter in osteoblasts; Clone20 osteoblast Shn3 3'UTR firefly luciferase, 24 h; inhibition, % at 12.5 µM; actives 0.52% (n = 360,000);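 active = mean inhibition of at least 75% with every replicate also reaching 75%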;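 also: 0% = median of neutral control wells and 100% = pilot-screen positive control compound; some compounds past the cut are filed as inactive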
# CaV13 FRET inh – Disruptors of the CACNA1D IQ motif to Ca2+-dependent inactivation inhibitor domain association, primary screening, Förster resonance energy transfer in intact living …; HEK cells, CFP/YFP FRET ICDI-IQ, plate reader, 10 min; percent FRET-ratio fall versus neutral wells; inhibition, % at 12.3 µM; actives 0.098% (n = 340,000); AID 743397;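 active = mean replicate inhibition of at least 30% and at least 1% of replicates passing that level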;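 also: 0% = median of the neutral control wells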
# HIF-2a block – inhibitors of HIF-2a; 786-0 RCC cells HIF-2a reporter, luciferase luminescence, overnight; actives 0.72% (n = 360,000); inhibition, % at 18.8 µM;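 active = inhibition of the luminescence signal of 40% or more relative to plate controls, in a single-dose primary screen at 18.75 µM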
# NR2E3 ag-1 – agonists of human NR2E3 nuclear receptor; Q9Y5X4; CHO-S Gal4-NCOR/VP16-NR2E3 two-hybrid, luciferase; inhibition of corepressor binding, % at 3.98 µM; actives 0.35% (n = 360,000); AID 602229;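 active = inhibition above the mean of all tested compounds plus 3 SD, cut at about 70% in these data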;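 also: 0% = DMSO with NR2E3 transfected cells and 100% = cells lacking NR2E3 construct; higher means lower luciferase signal from less NR2E3 corepressor binding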
# Target sequence (Q9Y5X4 whole entry, looked up, the tested form may be a part): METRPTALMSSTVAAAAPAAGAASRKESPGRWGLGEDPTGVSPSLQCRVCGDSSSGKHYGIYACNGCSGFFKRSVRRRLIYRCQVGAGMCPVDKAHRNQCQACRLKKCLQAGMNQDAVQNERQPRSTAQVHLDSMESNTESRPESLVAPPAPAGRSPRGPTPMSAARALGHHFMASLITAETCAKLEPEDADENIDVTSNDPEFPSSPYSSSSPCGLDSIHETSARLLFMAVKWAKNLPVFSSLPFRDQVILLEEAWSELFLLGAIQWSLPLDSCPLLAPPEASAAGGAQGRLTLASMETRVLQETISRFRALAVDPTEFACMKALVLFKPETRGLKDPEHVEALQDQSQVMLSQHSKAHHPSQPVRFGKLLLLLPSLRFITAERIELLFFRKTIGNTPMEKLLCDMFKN
# HTR2A ag – agonists of mouse serotonin 5-HT2A receptor (HTR2A) | AID 624169 | CHO-K1 mHTR2A beta-arrestin complementation, luminescence; percent of 30 µM serotonin response | activation, % at 7.6 µM | P35363 | actives 0.66% (n = 360,000);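 active = activation above a run cutoff, the mean activation of all tested compounds plus 3 SD, cut at about 14% in these data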;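 also: 0% = plate median of compound wells and 100% = 30 µM serotonin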
# Target sequence (P35363 whole entry, looked up): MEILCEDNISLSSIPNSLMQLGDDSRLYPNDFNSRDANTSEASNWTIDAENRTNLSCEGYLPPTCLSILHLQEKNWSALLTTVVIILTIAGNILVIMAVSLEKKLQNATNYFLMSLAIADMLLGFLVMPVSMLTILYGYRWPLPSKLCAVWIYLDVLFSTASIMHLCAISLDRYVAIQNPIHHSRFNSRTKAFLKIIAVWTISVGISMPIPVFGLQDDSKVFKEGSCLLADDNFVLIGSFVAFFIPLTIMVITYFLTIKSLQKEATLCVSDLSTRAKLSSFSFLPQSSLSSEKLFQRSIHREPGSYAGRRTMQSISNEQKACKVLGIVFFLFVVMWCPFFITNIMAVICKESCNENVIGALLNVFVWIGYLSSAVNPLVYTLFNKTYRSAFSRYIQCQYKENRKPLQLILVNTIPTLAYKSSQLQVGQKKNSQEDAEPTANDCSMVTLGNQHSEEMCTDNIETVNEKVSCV
# Peg3 prom inh – Peg3 promoter activity inhibition | HeLa PEG-Prom luciferase reporter, luminescence, overnight | inhibition, % at 20 µM | actives 1.7% (n = 360,000) | AID 588405;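 active = inhibition of at least 50% at 20 µM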
# H9c2 protect – myocardial damage modulation in H9c2 cells; H9c2 cardiomyocytes, H2O2 injury protection, ATPLite, 2 h; protection from H2O2 cell death, % at 20 µM; actives 0.63% (n = 360,000); AID 588492;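 active = compounds giving at least 50% protection of heart cells from peroxide-induced death in the single-dose screen, raw or plate-pattern-corrected value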;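 also: 0% = DMSO wells with peroxide and 100% = DMSO wells without peroxide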
# NR2E3 ag-2 – activates human photoreceptor nuclear receptor NR2E3. GST-NR2E3/biotin-RetCOR TR-FRET, 1536-well. inhibition of corepressor binding, % at 4.78 µM. actives 0.12% (n = 320,000). AID 2300;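 active = percent inhibition above the cutoff of mean plus 3 SD of all tested compounds, set per screening campaign, cut at about 20% in these data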;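 also: 0% = DMSO wells and 100% = biotin wells as full block of FRET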
#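 Test system: GST-NR2E3 and biotin-RetCOR proteins | Quantity: 1.35 nM GST-tagged NR2E3 final | Medium: Tris pH 7.5 | Also added: 7 nM biotin-RetCOR | Dosing: Compound at 4.8 µM, single dose | Timing: 5 h at 4 °C | Detection: Time-resolved FRET | Read-out basis: Percent inhibition | Benchmarks: Biotin wells as high control, 0.6% DMSO wells as low control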
# hiPSC survival – enhancers of human iPSC single-cell survival. hiPSC single-cell survival, ATPlite luminescence; 100% = ROCK inhibitor wells, 0% = DMSO. survival enhancement, % at 20 µM. actives 0.044% (n = 360,000); in the data active = survival enhancement above about 18%;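 also: cells exposed to compounds for 16 hours before the ATP read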
# * = called active by the depositor; / = no result given; & = joins results of further samples.
cpd	SMILES	PDI turbidity	MITF TRPM1 inh	Shn3 inh set2	CaV13 FRET inh	HIF-2a block	NR2E3 ag-1	HTR2A ag	Peg3 prom inh	H9c2 protect	NR2E3 ag-2	hiPSC survival
1	Nc1c(N(CCCO)C(=O)C2CCCC2)c(=O)[nH]c(=O)n1Cc1ccccc1	-6	-4	-3	-6	-4	24	8	7	8	4	4.4
2	Cn1c(CN2CCC(C(N)=O)CC2)c(C#N)c2ccccc21	1	54	-6	4	5	4	-7	8	4	5	2.1
3	C#CCN(C(=O)c1ccc(OC2CCN(C(=O)CCOC)CC2)cc1)C1CCCCC1	-1	11	11	-6	16	-31	9	0	-6	/	-0.1
4	COc1cc([N+](=O)[O-])ccc1NC(=O)CN1CCc2cc(OC)c(OC)cc2C1	5	8	22	-2	3	14	5	-3	2	/	1.5
5	Cn1c(SCC(=O)NC2CCCc3ccccc32)nnc1C1CC1 (configuration not stated)	-1	-2	0	-7	7	-16	1	-6	-3	/	-0.3
6	Cc1cccn2c(=O)c(/C=C(\C#N)C(N)=O)c(Oc3ccccc3)nc12	-1	11	-15	38*	-6	-29	5	7	6	-1	1.1
7	O=C(Nc1ccc(Cl)c(Cl)c1)c1ccccc1NC(=O)C1CC=CCC1C(=O)O (configuration not stated)	2	-20	-59	-3	-86	-87	2	-72	1	/	1.0
8	CC(=O)Nc1ccc(NC(=O)C2Cc3c(-c4ccco4)ccnc3O2)cc1 (configuration not stated)	-7	/	17	-11	5	8	-1	-3	6	/	0.7
9	CN(C)c1ccc(C(=S)N2CCNCC2)cc1	4	-4	4	-4	4	-16	-4	7	5	3	-0.3
10	COc1ccccc1CNC(=O)c1cc(-c2ccncc2)nc2c(Cl)cccc12	-1	15	-7	/	6	-10	-4	8	21	-2	-0.6
11	N=C(SC1CC(=O)N(c2ccc(F)cc2)C1=O)N1N=C(c2ccccc2)CC1c1ccccc1 (configuration not stated)	-6	12	28	0	16	8	4	27	6	-3	-0.1
12	COc1ccc(NC(=O)NS(=O)(=O)c2ccc(C)cc2)c(OC)c1	5	-4	19	/	-7	-18	2	6	-6	-2	0.3
13	Cc1ccc(N2CCN(S(=O)(=O)N3CCCCC3)CC2)cc1Cl	-19	12	45	-2	0	-12	-2	4	-5	-3	-1.6
14	COCCN1CCN(Cc2nc(C3(c4ccc(C)cc4)CCCC3)no2)CC1	6	-6	-3	-7	5	2	-5	2	-4	0	-0.2
15	Oc1c(C=C2N=c3ccccc3=N2)sc(=S)n1C1CCCCC1	6&-11	1&-4	-2&4	-2&-4	-39&-10	-7&1	1&-2	-17&-20	1&11	-1&-1	-2.4&-1.4
16	CC(C)(C)c1cc(NC(=O)c2cccs2)no1	3	-53	-75	/	-206	-170	0	-218	-8	2	-0.4
17	O=C1CC(C(=O)O)S/C(=N\N=C\c2ccc(Br)cc2)N1 (configuration not stated)	7	1	-10	-5	19	18	0	4	-3	5	-0.1
18	CSCC[C@H](NC(=O)OC(C)(C)C)C(=O)N/N=C/c1c(C)[nH]c(=O)[nH]c1=O	6	4	-7	/	14	-20	3	19	-4	1	-3.4
19	Cc1ccccc1Nc1nc(N)nc(COC(=O)CCC(=O)c2ccc(F)cc2)n1	5	-7	-8	-4	-2	-30	-1	-24	-5	/	0.0
20	COc1ccc(Cl)cc1NC(=O)CN(C1CCCCC1)S(C)(=O)=O	14	-3	-11	-5	8	0	-1	19	2	-2	3.0

cpd	SMILES	PDI turbidity	MITF TRPM1 inh	Shn3 inh set2	CaV13 FRET inh	HIF-2a block	NR2E3 ag-1	HTR2A ag	Peg3 prom inh	H9c2 protect	NR2E3 ag-2	hiPSC survival
21	O=C(COC(=O)c1cccs1)NCc1ccccc1	-2	-10	16	/	4	-11	-2	-3	-1	2	4.4
22	Cc1ccc(NC(=O)CN(C)S(=O)(=O)c2cccs2)cc1C	-2	-44	-25	-10	-143	-42	-5	-65	-3	1	0.3
23	CCCc1cc(C(=O)N/N=C/c2cccn2C)cs1	9	-68	-7	-6	-214	0	-6	-203	-9	-4	-0.3
24	Cc1ccc(C(=O)CN(CCC(=O)O)C(=O)c2ccncc2)cc1	-6	-3	-7	-11	-56	2	2	-26	4	2	2.0
25	Cc1cccc(OCC(O)CN2CCc3ccccc3C2)c1 (configuration not stated)	-3	12	13	-2	2	4	-4	-9	-2	4	-0.2
26	Cc1cc(C(C)(C)C)oc1C(=O)O	-3	13	-3	-6	23	-5	1	7	0	0	7.1
27	O=P(Cc1ccccc1O)(c1ccccc1)c1ccccc1	-19	-11	-18	-3	25	9	-3	11	0	1	0.1
28	Cc1ccc2c(c1)C(=O)CC1(CCC(C(C)(C)C)CC1)O2 (configuration not stated)	-2	-1	-3	/	11	-2	4	3	-9	0	-0.5
29	COc1cc(NS(=O)(=O)c2ccc(NC(=S)NC(=O)/C=C/c3ccc(OC)c(OC)c3)cc2)ncn1	-16	-1	-7	-4	0	7	1	3	-4	1	-0.9
30	COc1ccccc1/C=C1\SC(=O)N(CCC(=O)N2CCCCC2CCO)C1=O (configuration not stated)	-5	-4	2	-5	-19	5	1	-13	3	0	1.7
31	COc1ccccc1CNc1nc(NCCOc2ccccc2Cl)c2sccc2n1	4	/	78	-6	-9	27	-12	60*	-24	/	-0.2
32	N#Cc1nc(COc2ccccc2F)oc1NCCc1ccccc1	-1	-32	-14	-3	-173	-75	-10	-120	13	-1	3.6
33	CC(=O)c1cccc(NC(=O)c2cnn3ccccc23)c1	/	/	-62	-5	-300	-56	-4	-265	2	-2	-2.7
34	Cc1nc(CN2CCN(C(=O)NC3(c4ccccc4)CC3)CC2)cs1	1	6	-7	-1	3	-13	2	17	-6	-2	0.0
35	O=C(CNC(=O)c1ccco1)Nc1ccc(F)cc1	4	-5	-10	-3	-32	-29	2	-6	-2	8	0.6
36	COCCNC(=O)C(c1ccc(OC)cc1)N(C(=O)Cn1nnc2ccccc21)c1cccnc1 (configuration not stated)	0	17	12	-7	5	11	2	-8	0	1	-1.1
37	Cc1ccc(/C=N/N2CCN(c3ccccn3)CC2)o1	-5	-60	19	1	-222	-8	-1	-165	4	1	1.5
38	COc1ccc(NS(=O)(=O)c2cc(NC(=O)Cc3cccs3)ccc2C)cc1	4	0	6	-3	11	-12	6	9	8	-3	0.1
39	Cc1ccc(C)c(OCCC(=O)NNC(=O)Cn2nc(C)cc2C)c1	-6	8	-6	-7	0	18	8	-2	0	8	0.2
40	COc1ccccc1N1C(=O)CC(N2CCN(c3ccc([N+](=O)[O-])cc3)CC2)C1=O (configuration not stated)	-3	12	2	-5	12	-14	-2	6	-1	2	0.7

cpd	SMILES	PDI turbidity	MITF TRPM1 inh	Shn3 inh set2	CaV13 FRET inh	HIF-2a block	NR2E3 ag-1	HTR2A ag	Peg3 prom inh	H9c2 protect	NR2E3 ag-2	hiPSC survival
41	O=C(N/N=C/c1cc([N+](=O)[O-])ccc1O)NC12CC3CC(CC(C3)C1)C2	20	9	14	-6	28	-1	2	-38	5	2	2.5
42	O=[N+]([O-])c1cccc(S(=O)(=O)NCC2CC3CCC2C3)c1 (configuration not stated)	-4	-3	8	-20	6	-27	1	14	-7	3	0.6
43	CC(=O)c1ccc(OC(=O)C2CSC3(C)CCC(=O)N23)cc1 (configuration not stated)	-7	-6	-1	-6	-7	-16	-9	-6	4	4	-2.0
44	Fc1ccc(CN2CCCCCCC2)cc1F	6	4	-4	-3	1	4	8	-9	-3	-3	2.1
45	COc1cccc(CN(C)C(=O)C2CCC(=O)N(Cc3cccc(F)c3)C2)c1 (configuration not stated)	-57	-2	-13	-12	-8	2	-4	-14	-2	-3	-0.5
46	CCOc1cc(CNCc2ccc3c(c2)OCO3)ccc1OC	-1	-2	6	-4	-10	0	-6	-2	-7	/	-0.5
47	N#Cc1c(N)nc2c(c1-c1ccc(Br)s1)CCCC2	4	1	19	-6	23	-23	2	17	1	-2	1.6
48	COC(=O)CCCC1=CC2=C(c3ccccc3)C(=O)C(C)(OC(=O)C3CCCC3)C(=O)C2=CN1C1CC1 (configuration not stated)	-2	-1	16	-4	14	-14	-4	7	0	2	-1.6
49	Cc1ccc(NC(=O)CN2CCc3ccccc3C2)cc1C	0	-13	12	5	-47	-19	-5	-15	0	-1	0.3
50	COc1cc(OC)c2c(=O)cc(-c3ccccc3)oc2c1	/	-43	-108	/	-324	-60	5	-275	-9	3	-3.3
51	COC(=O)c1ccccc1NC(=O)N1CCN(S(C)(=O)=O)CC1	6	2	6	-4	8	10	6	12	-4	0	-1.3
52	COc1ccc(NC(=O)CN2CCCN(S(=O)(=O)c3ccc(F)cc3)CC2)c(OC)c1	1	-14	20	-6	-5	-45	-2	8	1	-4	2.8
53	CCCC(=O)N1CCC1(C)C(=O)Nc1cccc(OC(C)C)c1 (configuration not stated)	4	/	49	-9	9	-7	13	2	1	/	-1.5
54	CC(=O)Nc1ccc(S(=O)(=O)NCCCN2CCOCC2)cc1	-15	-8	0	-5	15	9	12	17	-3	7	-0.4
55	CCCN1CCC(NC(=O)C2CCCCC2C(=O)O)CC1 (configuration not stated)	1	7	5	-9	15	-4	1	15	1	6	-0.3
56	Cc1ccc(S(=O)(=O)NCC(=O)NC2CCCCCC2)cc1	-1	0	-2	-11	0	-6	0	1	2	-7	2.5
57	O=C1Nc2cccc3c2N(CCC3)C2=C1CCC2	13	/	6	-9	-5	-18	2	-10	15	/	-1.0
58	Cc1cc(Cl)ccc1C(=O)C1CCCN(C(=O)c2ccc3ncccc3c2)C1 (configuration not stated)	-6	2	-2	-6	9	-14	3	14	-2	2	0.0
59	CC(C)(C)[C@@H]1COC(=O)[C@H](Cc2ccc(F)cc2)CC/C=C\C[C@@H](CC(=O)NCCO)C(=O)N1	8	10	4	-10	6	-31	2	0	-10	/	-1.0
60	COCC(C)NC(=O)C1CCN(S(=O)(=O)c2ccc3ccccc3c2)CC1 (configuration not stated)	4	-12	3	-5	26	-10	-8	1	-6	-3	0.3

cpd	SMILES	PDI turbidity	MITF TRPM1 inh	Shn3 inh set2	CaV13 FRET inh	HIF-2a block	NR2E3 ag-1	HTR2A ag	Peg3 prom inh	H9c2 protect	NR2E3 ag-2	hiPSC survival
61	COc1ccc(CNC(=O)C2CCN(S(=O)(=O)c3ccc(Br)s3)CC2)cc1	8	0	16	-7	13	9	5	10	2	2	0.9
62	O=C(O)c1ccc(/C=N/n2c(C3CCCCC3)n[nH]c2=S)cc1	-2	13	13	-6	12	-8	3	-8	-2	0	1.0
63	CCN(C(=O)CSc1nnc(-c2ccccc2)n1C)C1CCS(=O)(=O)C1 (configuration not stated)	9	-6	-5	9	16	9	2	14	2	-2	0.1
64	CC(NC(=O)c1ccc(S(=O)(=O)Nc2ccccc2)cc1)c1ccc(S(N)(=O)=O)cc1 (configuration not stated)	-2	8	-15	-2	8	-29	-2	5	3	2	0.0
65	O=C(COC(=O)c1cc(S(=O)(=O)N2CCOCC2)ccc1Cl)NC1CCCCC1	-12	/	-10	-5	17	22	8	-6	-3	/	2.5

# Compound activity: PubChem, several laboratories
